Screening data as filed in PubChem.
XBP1 UPR activ = activators of adaptive XBP1 UPR arm, primary screen, cell-based, CHO-XBP1 luciferase reporter, luminescence, uHTS; IRE1-XBP1 UPR activation; percent of tunicamycin response, DMSO as zero; activation, % at 20 µM; 330,000 compounds, 0.33% hits; AID 463104, 2010;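 active means versus positive control, 20 µM dose yields 30% or more activation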;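 further: 100% = tunicamycin at 10 µg/mL and 0% = DMSO only wells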
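Material: CHO-XBP1 cells stably carrying IRE1-XBP1-driven luciferase reporter | Medium: F12 with 10% serum | Compound dosing: 20 µM single concentration, DMSO 1% | Incubation: Overnight seeding at 37 °C, 6 h compound treatment at 37 °C | Detection: Steady-Glo luminescence read | Read-out basis: % activation of reporter signal versus tunicamycin and DMSO controls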
UPR CHOP act = activators of apoptotic CHOP UPR arm, primary screen, cell-based, CHO-CHOP luciferase reporter, luminescence, uHTS. UPR activation; percent of tunicamycin response over DMSO baseline. activation, % at 10 µM. 330,000 compounds, 0.34% hits. AID 449763, 2010;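 active means at 10 µM dose, activation of 40% or more, normalized to positive control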;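 further: 100% = tunicamycin at 10 µg/mL and 0% = DMSO alone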
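Test system: CHO CHOP reporter cells. Input: 500 CHO-CHOP cells per well. Medium: F12 with 10% FBS. Technique: luciferase luminescence. Measure: percent activation relative to tunicamycin control. Dosing: 10 µM compound, 0.5% DMSO. Timing: 16-18 h cell attachment, then 6 h compound exposure, 37 °C.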
Jurkat NFkB inh = inhibitors of induced NF-kB luciferase reporter, primary screen, TCR NF-kB activation inhibitor project, cell-based, luminescence, uHTS | Jurkat, PMA/ionomycin-induced NF-kB luciferase reporter | inhibition, % at 4 µM | 330,000 compounds, 0.53% hits; in the data active means inhibition above about 50%
tim23-1 inh = growth inhibitors of tim23-1 mutant yeast, primary screen, luminescence, uHTS; S. cerevisiae tim23-1 growth, BacTiter-Glo luminescence, 24 h; inhibition, % at 20 µM; 330,000 compounds, 1.3% hits;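 active means growth inhibition of the mutant yeast at or above 50%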;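 further: temperature-sensitive mutant grown at 25 °C; plate controls were DMSO-treated mutant yeast for no effect and medium wells lacking yeast for full effect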
697 NFkB inh = inhibitors of PMA/ionomycin-induced NF-kB reporter, 697 cells, primary screen, B-cell NF-kB inhibitor project, cell-based, luminescence, uHTS; 697 B-cell NF-kB luciferase reporter, 16 h; inhibition, % at 4 µM; 330,000 compounds, 0.33% hits; AID 435022, 2010; in the data active means inhibition above about 35%
APJ antag = antagonists of human apelin receptor APJ, primary screen, CHO-K1 cells, beta-arrestin complementation, luminescence. inhibition, % at 20 µM. 330,000 compounds, 0.32% hits. AID 2521, 2010. P35414;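 active means inhibition above about 40% at 20 µM, limit read from the data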;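 further: cells challenged with 10 nM apelin-13 agonist together with compound; plate controls were apelin-13 plus DMSO wells for no effect and DMSO wells lacking apelin-13 for full effect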
APJ ag = agonists of human apelin receptor APJ, primary screen, CHO-K1 cells, PathHunter beta-arrestin, luminescence; activation, % at 20 µM; 0% DMSO wells, 100% apelin; 330,000 compounds, 0.11% hits; AID 2520, 2010; P35414;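 active means activation more than six SD over the plate average, tested at 20 µM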;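 further: 0% = DMSO alone and 100% = apelin-13 at 10 nM; some results filed as inactive read as strong as hits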
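Test system: CHO-K1 APJ beta-arrestin complementation cell line | Compound: Single test compound dose, 20 µM final, 1% DMSO | Incubation: Compound 90 min 25 °C, reagent 1 h | Measured by: beta-gal luminescence | Read-out basis: APJ–arrestin association signal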
Mdm2-MdmX inh = inhibitors of human Mdm2-MdmX association, primary screen, cell-based, luminescence, split luciferase, SaOS-2, uHTS | Protein Mdm4 (Homo sapiens) + E3 ubiquitin-protein ligase Mdm2 (Homo sapiens), … | SaOS-2 split-luciferase Mdm2/MdmX complementation | inhibition, % at 8 µM | 330,000 compounds, 3% hits | AID 485346, 2010;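 active means inhibition of at least 50% at 8 µM in the primary screen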
Target sequence (O15151 whole entry, looked up): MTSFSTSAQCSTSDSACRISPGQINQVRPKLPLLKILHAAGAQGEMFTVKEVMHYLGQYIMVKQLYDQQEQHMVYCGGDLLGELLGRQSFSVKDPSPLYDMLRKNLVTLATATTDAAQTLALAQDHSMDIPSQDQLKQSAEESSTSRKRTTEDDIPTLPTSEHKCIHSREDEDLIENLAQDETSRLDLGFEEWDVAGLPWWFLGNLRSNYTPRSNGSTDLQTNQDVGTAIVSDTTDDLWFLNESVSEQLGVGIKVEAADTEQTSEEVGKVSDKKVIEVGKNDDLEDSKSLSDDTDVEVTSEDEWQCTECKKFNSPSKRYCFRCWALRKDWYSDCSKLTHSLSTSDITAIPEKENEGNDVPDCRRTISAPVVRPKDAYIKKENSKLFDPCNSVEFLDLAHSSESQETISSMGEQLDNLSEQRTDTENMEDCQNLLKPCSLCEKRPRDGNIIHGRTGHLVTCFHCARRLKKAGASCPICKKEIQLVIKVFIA
Target sequence (Q00987 whole entry, looked up): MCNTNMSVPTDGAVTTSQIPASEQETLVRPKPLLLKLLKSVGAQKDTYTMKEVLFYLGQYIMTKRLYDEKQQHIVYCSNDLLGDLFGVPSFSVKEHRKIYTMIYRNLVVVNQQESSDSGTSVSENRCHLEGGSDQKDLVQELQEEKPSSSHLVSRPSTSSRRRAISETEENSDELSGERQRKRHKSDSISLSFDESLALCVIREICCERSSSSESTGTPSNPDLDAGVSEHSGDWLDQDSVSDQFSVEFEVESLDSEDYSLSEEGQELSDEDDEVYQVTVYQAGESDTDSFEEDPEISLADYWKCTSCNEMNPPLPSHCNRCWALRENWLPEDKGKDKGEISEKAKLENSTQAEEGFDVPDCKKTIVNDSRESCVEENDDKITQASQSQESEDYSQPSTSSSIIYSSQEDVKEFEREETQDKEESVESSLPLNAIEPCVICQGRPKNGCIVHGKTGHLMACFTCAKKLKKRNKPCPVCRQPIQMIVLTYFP
* = called active by the depositor.

No.	SMILES	tim23-1 inh	XBP1 UPR activ	APJ ag	Mdm2-MdmX inh	Jurkat NFkB inh	UPR CHOP act	APJ antag	697 NFkB inh
1	CCOC(=O)c1cccc(NC(=O)c2cc3sccc3n2C)c1	42.5	-1.0	-1.5	-11.2	-52.7	2.6	-6.7	-58.1
2	Cc1ccc2cccc(Oc3nnnn3-c3ccccc3)c2n1	41.4	-2.3	-6.4	7.7	-31.0	-0.2	7.5	-1.9
3	Cc1nn(CC(=O)NCC(C)c2ccccc2)c(=O)c2cc(-c3ccccc3)nn12 (stereo not given)	20.6	-2.3	3.0	5.0	21.2	2.7	-38.7	-5.2
4	O=C(O)c1ccc2c(c1)N(Cc1ccc(F)cc1)C(=O)c1ccccc1S2	2.8	-2.0	-1.7	9.4	9.4	-1.0	-8.6	4.7
5	CCOC(=O)CN1C(=O)N[C@@H](c2ccco2)C(C(=O)OC)=C1C	-1.9	-1.4	5.5	-6.0	8.6	-2.1	-49.1	6.7
6	CCOc1c2ccc(C(=O)NCCCCc3ccccc3)cc2nn1C	6.5	2.6	-3.2	-30.0	-2.2	-1.3	-67.7	-15.6
7	O=C(COc1cccc(NC(=O)c2ccco2)c1)c1ccccc1	54.4*	2.9	5.4	8.2	-9.2	3.3	15.7	2.4
8	Cc1csc(NC(=O)CSc2nncs2)n1	-6.1	-0.1	8.8	-4.2	-9.9	2.4	0.2	2.1
9	COc1ccc(C(CC(=O)O)NC(C)=O)cc1OC (stereo not given)	13.8	-2.1	-6.5	22.4	-7.6	-1.2	2.7	5.0
10	CCOC(=O)CSC1=Nc2ccccc2C2=NC(CC(=O)NCc3ccccc3)C(=O)N12 (stereo not given)	9.0	1.0	5.7	1.4	-4.5	0.2	5.5	-16.4
11	CCCNC(=O)COc1coc(CN2CCN(c3cccc(Cl)c3)CC2)cc1=O	10.1	-9.3	-5.5	16.5	-4.0	3.2	7.6	4.3
12	COc1ccc(N(CC(=O)N/N=C/c2cccc(OC)c2OC)S(=O)(=O)c2ccccc2)cc1	27.2	-5.5	-4.1	15.5	4.5	-0.1	9.2	-4.7
13	CN(C)S(=O)(=O)c1ccc2c(c1)c(=O)c(C(=O)N1CCOCC1)cn2C	22.9	-0.3	-1.6	6.1	-3.9	-0.8	-12.9	-10.4
14	Cc1ccc(Oc2nc3c(c(=O)n(C)c(=O)n3C)n2C)cc1C	16.9	2.8	-2.2	18.6	16.3	-2.5	9.0	-4.4
15	CCOC(=O)c1cn(CC)c2cc(N3CCSCC3)c(F)cc2c1=O	2.2	-0.9	-2.9	-31.3	-2.9	-1.1	12.7	5.9
16	CC(=O)Nc1sc2c(c1C(c1ccncc1)N1CCOCC1)CCCC2 (stereo not given)	14.7	-0.6	-0.5	18.3	1.0	-1.0	8.8	15.9
17	O=C(CCl)Nc1cccc(Oc2cnccn2)c1	9.7	-5.6	-3.5	33.3	17.3	2.6	7.3	3.6
18	COc1ccc(C2c3ccc(O)cc3Oc3ncn4nc(-c5ccncc5)nc4c32)cc1OC (stereo not given)	-4.4	24.0	-4.9	34.4	3.6	0.5	2.4	10.9
19	COc1cc(NC(=O)CN2c3cccc4cccc(c34)S2(=O)=O)cc(OC)c1OC	10.8	-3.1	1.3	27.1	-11.3	-3.1	9.9	-8.0
20	Cc1ccc2oc(-c3cccc(NC(=O)c4cc(-n5cnnc5)ccc4Cl)c3)nc2c1	-40.9	11.5	1.0	31.8	-19.5	12.7	4.7	-30.6
21	Cc1cc(-c2[nH]nc3c2C(c2ccc(Cl)cc2)C(C#N)=C(N)O3)c(C)s1 (stereo not given)	17.6	-3.3	0.8	22.8	-6.8	-0.5	9.2	4.8
22	CC(=O)Nc1ccc(/C(C)=N/NS(=O)(=O)c2ccc(C)cc2)cc1	0.4	-2.7	-3.9	20.5	7.7	1.3	-0.1	13.5
23	Cc1ccc(C(=O)OCC(=O)N2C(C)CCCC2C)s1 (stereo not given)	20.8	0.0	-3.6	-45.1	-0.7	2.6	-2.6	1.8
24	COc1ccc2[nH]c3c(=O)n(CCCC(=O)NC4CCCCC4C)c(=S)[nH]c3c2c1 (stereo not given)	-6.9	-3.0	-2.1	16.1	15.0	1.4	4.9	-14.2
25	CCc1ccc(C(=O)CSc2nc3ccccc3c(=O)[nH]2)cc1	-8.3	-2.9	-2.4	11.2	2.3	-2.3	14.2	-12.0
26	O=C(NC1CCCCC1)c1cccc(S(=O)(=O)N2CCCCC2)c1	18.7	-0.7	0.1	-8.9	-1.3	0.6	10.6	5.1
27	CS(=O)(=O)N(CC(=O)Nc1ccccc1C(=O)N1CCOCC1)c1cccc([N+](=O)[O-])c1	0.7	-3.2	-4.0	19.9	-5.6	1.6	18.6	5.8
28	O=[N+]([O-])c1ccc(CN2CCN(Cc3c[nH]c4ccccc34)CC2)cc1	7.8	-0.8	-3.7	-3.0	-5.9	-0.6	3.5	11.4
29	COc1cc(/C=C/C(=O)N2CC(C)OC(C)C2)cc(OC)c1OC (stereo not given)	-0.2	-0.8	-3.5	19.5	-2.9	0.9	10.4	5.6
30	Cc1ccc(C)c(S(=O)(=O)Nc2cc(C)on2)c1	2.0	-0.5	-3.6	3.9	-12.4	0.4	12.1	-0.6
31	CCc1noc(C)c1C(=O)Nc1ccccc1C(C)(C)C	6.3	-4.8	2.4	7.3	-5.5	1.2	7.6	9.7
32	CCn1c(SCC(=O)Nc2cccc(NC(=O)c3ccco3)c2)nnc1-c1cccs1	20.7	2.4	-0.7	-4.7	-7.0	0.4	-1.9	-12.4
33	Cn1c(CNC(=O)c2ccco2)nnc1SCC(=O)Nc1ccccc1Cl	-2.0	0.6	-0.8	-3.7	-19.6	1.0	6.3	-22.5
34	COc1ccc(CCNC(=O)C2CCN(c3ccc(N4CCOCC4)nn3)CC2)c(OC)c1	-9.8	-0.8	-3.8	4.8	-4.3	-0.4	0.3	-13.8
35	O=C(N/C(=C\c1ccc([N+](=O)[O-])cc1)C(=O)N1CCCCC1)c1ccc(Br)o1	26.6	-3.5	6.2	19.3	13.1	0.0	-13.3	-14.6
36	C[C@@H]1CN([C@H](C)CO)C(=O)c2cc(NS(=O)(=O)c3cn(C)cn3)ccc2O[C@@H]1CN(C)S(C)(=O)=O	-2.6	-0.7	-0.8	-3.8	6.6	-1.1	-3.4	0.4
37	Cc1ccc(OCC(=O)Nc2ccc(S(=O)(=O)N3CCOCC3)cc2)c(C)c1	26.3	-0.2	-2.9	16.6	-17.6	1.1	-2.5	-3.0
38	Cc1ccccc1-c1nc(CS(=O)CC(=O)NC2CCCCC2)c(C)o1 (stereo not given)	8.3	-6.8	-1.9	1.2	12.0	0.6	1.7	-0.2
39	Cc1ccccc1C(=O)NCC(=O)Nc1ccccc1C(F)(F)F	0.9	-0.5	-1.7	5.9	-7.4	-2.3	-8.5	13.7
40	CCn1c(SCC(=O)NC2CCCCC2)nnc1C(C)NC(=O)c1ccccc1F (stereo not given)	-0.7	-0.3	-0.2	4.4	-8.8	-0.3	-1.6	1.6
41	C=CCN1CC(O)=C(c2nc3ccccc3[nH]2)C1=N	9.8	0.1	-4.0	0.1	-10.4	3.1	14.2	-6.2
42	O=C(NCc1ccccc1CN1CCCCC1)c1ccccc1N1CCCC1=O	-6.1	0.9	-2.6	18.7	-5.0	0.2	3.2	7.4
43	CCOC(=O)C1CCN(C(=O)c2ccc(N(C)S(C)(=O)=O)cc2)CC1	-4.8	-2.0	-1.1	14.2	12.3	-0.6	10.2	9.8
44	Cc1ccc(NC(=O)c2cc(-c3ccc4c(c3)OCO4)on2)cc1	10.7	0.6	-4.0	-2.1	-4.9	4.1	-5.7	-15.1
45	Cc1ccc(NC(=O)CN(C)C(=O)c2cc3c(s2)CCCCC3)cc1	1.0	-2.5	-4.2	5.5	1.7	-2.8	5.2	18.8
46	Cn1c(SCc2c(Cl)cccc2Cl)nc(C(F)(F)F)cc1=O	9.1	1.9	1.2	16.4	-1.2	1.1	-6.1	-4.6
47	Cc1onc(-c2ccccc2)c1C(=O)Nc1ccc(Cl)cn1	14.9	1.1	-1.7	13.7	8.3	-0.9	13.3	28.6
48	Cc1noc(C)c1COC(=O)CCCNC(=O)c1ccc(Cl)cc1	-12.3	-3.5	-3.6	9.4	-3.4	-0.7	-1.4	17.3
49	COc1cccc(CC(NC(C)=O)C(=O)NC2CCN(S(=O)(=O)c3ccc(F)cc3)CC2)c1OC (stereo not given)	1.9	-1.2	-3.4	-24.9	-3.9	3.3	9.4	6.0
50	O=C(CNC(=O)c1ccco1)NCC(=O)OCC(=O)c1ccc(Cl)c([N+](=O)[O-])c1	1.5	-1.6	-33.4	0.0	14.7	5.2	82.5*	10.8
51	O=C(NCCO)C(O)C(O)C(=O)NCCO (stereo not given)	-0.9	-1.2	-0.7	18.9	8.1	0.2	17.2	3.8
52	CC(=O)c1cc(C(=O)c2ccccc2)sc1Nc1ccccc1	12.9	0.0	-3.2	16.0	-29.9	3.5	10.3	1.0
53	O=C1c2cccc3c([N+](=O)[O-])ccc(c23)C(=O)N1c1ccc(Cl)cn1	1.5	-5.5	-5.2	100.3*	4.8	16.1	48.8*	-9.8
54	COC(=O)c1ccccc1NC(=O)CNC(=O)c1ccc(OC)cc1	26.1	0.0	-3.4	11.9	-9.0	-0.4	4.9	-9.5
55	O=C(NCc1ccc2c(c1)OCO2)c1ccc2c(c1)S(=O)(=O)c1ccccc1C2=O	2.8	2.9	17.1	2.2	-0.6	0.7	-5.2	17.1
56	COc1ccc(-n2c(=S)[nH]c3cc(C(=O)NCc4ccccc4OC)ccc3c2=O)c(OC)c1	9.4	-2.1	-5.5	18.3	-20.9	-0.6	7.0	-8.1
57	O=c1c2c3c(sc2n(CCN2CCCCC2)c(=O)n1Cc1ccco1)CCCCC3	9.5	-0.3	-3.1	-2.0	15.3	3.0	-20.0	-2.0
58	CC(NC(=O)Nc1ccccc1Cl)c1ccc2c(c1)OCO2 (stereo not given)	-10.6	-1.6	2.6	6.5	0.6	0.2	-2.6	-28.3
59	CC(OC(=O)c1cc2ccccc2o1)C(=O)Nc1ccc(N2CCOCC2)cc1 (stereo not given)	9.5	8.3	-0.9	11.3	-9.2	0.6	-90.6	-25.8

Given with two lines to a compound: 3 of the compounds above.
Each structure is followed by: tim23-1 inh | XBP1 UPR activ | APJ ag | Mdm2-MdmX inh | Jurkat NFkB inh | UPR CHOP act | APJ antag | 697 NFkB inh
39: Cc1ccccc1C(=O)NCC(=O)Nc1ccccc1C(F)(F)F
→ 0.9 | -0.5 | -1.7 | 5.9 | -7.4 | -2.3 | -8.5 | 13.7
56: COc1ccc(-n2c(=S)[nH]c3cc(C(=O)NCc4ccccc4OC)ccc3c2=O)c(OC)c1
→ 9.4 | -2.1 | -5.5 | 18.3 | -20.9 | -0.6 | 7.0 | -8.1
41: C=CCN1CC(O)=C(c2nc3ccccc3[nH]2)C1=N
→ 9.8 | 0.1 | -4.0 | 0.1 | -10.4 | 3.1 | 14.2 | -6.2
